# K1F lysis inhibition – inhibition of K1F phage lysis, E. coli UTI89, bacterial capsule biogenesis inhibitors, alamar blue (AID 488966); inhibition, % at 100 µM, or IC50 in µM where a hit was titrated; E. coli UTI89 K1F phage lysis, alamar blue, 2 h; higher % means a stronger effect; hit rate 0.02% among 340,000;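 active = phage lysis inhibition, versus mean bacterial control, above a set limit; inconclusive = no clear call, values can overlap the other calls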;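 note: capsule biogenesis inhibitors block K1F phage lysis so surviving cells raise fluorescence; higher fluorescence means more inhibition of phage lysis; actives were called in the ten point dose series up to 300 µM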
# NTR1 agonist – agonists of NTR1, primary screen, imaging, U2OS cells, beta-arrestin-GFP, high content (AID 493036) | Neurotensin receptor type 1 (Homo sapiens), P30989 | hit rate 0.17% among 330,000 | activation, % at 20 µM | NTR1-U2OS beta-arrestin-GFP spot imaging, agonist mode;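 active = activation at or above 40% of the spot to cytoplasm intensity ratio, with at least 20 cells analyzed; inconclusive = wells under 20 cells, flagged as cytotoxic or low count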;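 note: 0% = DMSO without peptide and 100% = 100 nM NTR1 peptide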
# Target sequence (P30989 whole entry, looked up): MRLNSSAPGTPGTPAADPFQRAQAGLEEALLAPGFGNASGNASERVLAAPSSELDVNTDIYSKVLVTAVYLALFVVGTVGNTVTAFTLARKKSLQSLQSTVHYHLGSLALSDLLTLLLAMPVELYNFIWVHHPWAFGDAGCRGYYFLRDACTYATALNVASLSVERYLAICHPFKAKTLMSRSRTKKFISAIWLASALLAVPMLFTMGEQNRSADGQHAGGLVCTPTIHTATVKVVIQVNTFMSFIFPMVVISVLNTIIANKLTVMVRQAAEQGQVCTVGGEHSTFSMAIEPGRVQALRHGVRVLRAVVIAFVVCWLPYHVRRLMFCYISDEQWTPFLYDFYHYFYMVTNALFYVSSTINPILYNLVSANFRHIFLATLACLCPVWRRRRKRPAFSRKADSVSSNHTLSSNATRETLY
# Dengue-2 NS5 capping – Dengue-2 NS5 methyltransferase inhibitors, primary screen, biochemical, confirmation dose response (AID 588689). Dengue-2 NS5 methyltransferase capping enzyme assay, biochemical; higher % means a stronger effect. inhibition, % at 25 µM, or IC50 in µM where a hit was titrated. hit rate 0.3% among 340,000; in the data active = a potency from the dose series; inconclusive = inhibition above about 29% without an active follow-up result
# RSV CPE inhibition – RSV antiviral activity via CPE protection, HEp-2 cells, primary 10 µM value included (AID 2391); HEp-2 cells, RSV-induced CPE inhibition; higher % means a stronger effect; one-dose CPE inhibition, % at 10 µM; IC50 in µM for titrated hits; hit rate 0.13% among 310,000; in the data active = a potency from the dose series; inconclusive = CPE inhibition mostly from about 23% at the one dose, without a potency; inactive = the rest, 99 in 100 with CPE inhibition below about 21%; note: strong numbers were not always called active
# SV40 large T antigen – SV40 large T antigen inhibitors, biochemical (AID 1903); hit rate 0.39% among 310,000; SV40 large T antigen ATPase/helicase inhibition assay; higher % means a stronger effect; one-dose inhibition, % at 20 µM; IC50 in µM for titrated hits; in the data active = a potency from the dose series; inconclusive = inhibition mostly from about 32% at the one dose, without a potency; inactive = the rest, 99 in 100 with inhibition below about 32%; note: strong numbers were not always called active
# T cell HTS – modulators of CD8 T cell-vesicle binding, primary screen, mouse 2C CD8+ T cells, flow cytometry; 2C CD8+ T cell-vesicle binding; active compounds read low; calls only at 7 µM; hit rate 0.068% among 330,000; AID 2052, 2009;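 active = response, share of CD8 T cells binding vesicles, and their 90th percentile fluorescence all below set limits, cut at about 80% in these data, passing the limit was not always enough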
#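 Material: murine 2C transgenic CD8+ T lymphocytes / Also added: QL9-peptide-loaded Drosophila micro-vesicles bearing Ld, ICAM-1 and B7-1 / Schedule: binding step 1.5 h, 37 °C, antibody labelling 20 min, ice / Signal: flow cytometry, PE anti-B7-1 (FL2) versus Alexa647 anti-CD8 (FL8), PFA-fixed / Evaluation: percent CD8+ FL2 mean versus row control / Benchmarks: naked versus QL9-loaded vesicles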
# Salmonella PhoP GFP – inhibitors of PhoP regulon expression, primary screen, Salmonella Typhimurium, GFP reporter (AID 1863); S. Typhimurium PhoP-regulated promoter GFP reporter, 4 h; higher % means a stronger effect; inhibition, % at 50 µM; hits with a dose series show IC50 in µM; hit rate 0.16% among 300,000;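 active = inhibition over 29.93%, a cutoff 3 SD above the screen mean, later confirmed by dose response; inconclusive = inhibition over 29.93% but no dose response follow-up; inactive = inhibition at most 29.93% or unconfirmed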;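 note: 0% = low Mg2+ inducing control and 100% = high Mg2+ repressing control; strong numbers were not always called active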
# West Nile virus CPE – West Nile virus antiviral activity, cell-based, CPE readout (AID 1621) | West Nile virus-infected cells, CPE inhibition; higher % means a stronger effect | CPE inhibition, % at 10 µM, or IC50 in µM where a hit was titrated | hit rate 0.02% among 290,000; in the data active = a potency from the dose series; inconclusive = CPE inhibition mostly from about 3.7% at the one dose, without a potency; inactive = the rest, 99 in 100 with CPE inhibition below about 2.2%; note: strong numbers were not always called active
# Rac1 GTP hydrolysis – MgcRacGAP GTPase-activating activity inhibitors, confirmation, biochemical, ADP Hunter fluorescence; Rac GTPase-activating protein 1 (Homo sapiens); inhibition, % at 30 µM, or IC50 in µM where a hit was titrated; AID 624330, 2012; MgcRacGAP-stimulated Rac1 GTP hydrolysis, ADP Hunter fluorescence; higher % means a stronger effect; GST-tagged Rac1 F28L mutant substrate; hit rate 0.6% among 340,000;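 active = first-screen hits whose inhibition reached a set limit at any dose in the follow-up dose series; inconclusive = inhibition above the set first-screen limit but never retested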;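 note: fluorescence reports GDP produced by GAP-driven GTP hydrolysis; strong numbers were not always called active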
# T cell HTS vesicle-bound % – second read-out of T cell HTS, no call of its own (marks repeat the call); double positive events, %; measured here: CD8+ vesicle-bound cell fraction;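 binding gate set so that unloaded-vesicle control wells show 10% double positive cells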
# NTR1 agonist cell count 20 µM – further read-out of NTR1 agonist, marked with its call; cell count; measured here: cell count, cytotoxicity flag
# Dengue-2 NS5 capping pilot replicate – further read-out of Dengue-2 NS5 capping, marked with its call; inhibition, %; measured here: pilot screen replicate inhibition
# An asterisk follows results filed as active; i = inactive; ? = inconclusive; . = no result given; & = joins results of further samples; [ ] = dose if it differs, or a comment.
SMILES,K1F lysis inhibition,NTR1 agonist,NTR1 agonist cell count 20 µM,Dengue-2 NS5 capping,RSV CPE inhibition,SV40 large T antigen,T cell HTS,T cell HTS vesicle-bound %,Salmonella PhoP GFP,West Nile virus CPE,Rac1 GTP hydrolysis,others
CC(=O)Nc1ccc(NC(=O)CSc2nnc(-c3ccc4c(c3)OCO4)o2)cc1,0.0%[50 µM],-0.9,59,-1%,.,.,i,38,.,.,5%,
Cc1cc(NC(=O)c2ccccc2)n(-c2nc3ccccc3[nH]2)n1,-0.4%,3.3,39,3%,-1.9%,8%,i,37,-14%,0.7%,10%,
COc1cccc(CN(C)C(=O)C23CC4CC(CC(C4)C2)C3)c1,-0.3%,5.3,43,-4%,6.8%,16%,i,41,-5%,-0.4%,5%,
NNC(=O)CNc1cccc(Br)c1,0.3%,-0.2,60,-4%,-0.2%,8%,i,63,1%,-0.1%,8%,
Cc1ccccc1NC(=O)Cn1c(=O)n(C)c2ccccc21,0.4%,-4.5,91,-6%,0.2%,2%,i,41,-7%,1.6%,3%,Dengue-2 NS5 capping pilot replicate=-0.6
Cc1cccc(Cc2nnc(CCC(=O)N(C)C3CCOC3)o2)c1 (centres undefined),0.3%,4.8,29,.,-0.8%,12%,i,44,3%,0.1%,6%,
COc1ccc(C2=NN(CCC(=O)NCc3ccc4c(c3)OCO4)C(=O)CC2)cc1,2.3%,-0.1,45,-4%,2.6%,8%,i,42,3%,-0.5%,4%,
COc1ccccc1NC(=S)N1CCN(C(=O)C2CCCO2)CC1 (centres undefined),-0.3%,-1.2,80,-7%,-0.3%,21%,i,47,-12%,0.3%,-17%,
CC(C)CCNC(=O)CN(Cc1ccc2c(c1)OCO2)C(=O)CCC(=O)Nc1ccccn1,0.0%,-0.2,47,-1%,-1.1%,-7%,i,56,-12%,-0.2%,5%,
Fc1cccc(C2CC(c3cccc(Br)c3)Nc3nnnn32)c1 (centres undefined),-0.6%,2.1,48,0%,4.2%,20%,i,22,4%,-0.3%,-2%,
O=C(C1=C(O)C(=O)N(CCN2CCOCC2)C1c1ccccc1)c1cccs1 (centres undefined),0.1%,-1.5,90,3%,2.6%,.,i,30,.,0.1%,9%,
CCOC(=O)c1ccc(NC(=O)CNC(=O)c2ccccc2)cc1,0.9%,-2.6,56,5%,0.8%,-8%,i,29,14%,0.5%,4%,Dengue-2 NS5 capping pilot replicate=2.1
Cc1cc(C)n(C(C)CNS(=O)(=O)c2ccc(Cl)cc2)n1 (centres undefined),1.0%,2.5,55,-1%,0.2%,3%,i,31,9%,.,4%,
Cc1ccc(-c2nc(=S)c3c(n2CCN2CCOCC2)CC(C)(C)OC3)cc1,1.7%,2.7,50,-3%,1.0%,1%,i,40,-9%,0.1%,8%,
C=C1CCN([C@H](C(=O)NCc2ccc(OC)cc2)C(C)C)S(=O)(=O)c2ccccc21,0.3%,-1.6,87,-6%,0.6%,10%,i,19,-3%,-1.1%,8%,
COc1ccc(C2C(C#N)=C(N)N(Nc3ccccc3)C3=C2C(=O)CC(C)(C)C3)cc1C (centres undefined),2.6%,-1.0,29,4%,-4.6%,7%,i,13,-5%,1.5%,6%,
COc1ccc(C2CC(=O)C(C=NCC(C)C)=C(O)C2)cc1 (centres undefined),1.4%,0.0,55,-7%,1.9%,9%,i,53,2%,-1.2%,7%,
Cc1ccc(S(=O)(=O)N2CCC(c3nnc(SCCN4CCCC4)n3C)CC2)cc1,0.0%,-0.3,48,-2%,1.8%,2%,i,27,0%,0.0%,8%,
Cc1ccc(C(=O)Nc2ccc(C(=O)N3CCCCC3C)cc2)cc1 (centres undefined),0.1%,1.2,56,7%,13%,8%,i,26,-3%,-0.5%,1%,
OCC1CCCN(C2CCN(Cc3nc(Cc4cccc(C(F)(F)F)c4)no3)CC2)C1 (centres undefined),-0.6%,0.2,100,1%,-2.3%,22%,i,41,-5%,-0.1%,6%,
COCCN(C(=O)c1ccc(N2CCCC2=O)cc1)c1c(N)n(CC(C)C)c(=O)[nH]c1=O,0.6%[50 µM],2.0,61,-9%,1.9%,.,i,43,.,.,10%,
Cc1ccc(CNS(=O)(=O)c2ccc([N+](=O)[O-])cc2)cc1,-2.7%,0.5,62,3%,0.7%,1%,i,51,9%,-0.4%,-4%,
CC(Oc1ccc(F)cc1)C(=O)Nc1ccc(N2CCOCC2)cc1N1CCOCC1 (centres undefined),0.6%[50 µM],0.4,58,-4%,0.6%,12%,i,44,-3%,.,6%,
CC(NC(=O)Nc1ccccc1F)C(C)(C)C (centres undefined),-0.1%,0.3,63,0%,3.5%,2%,i,54,6%,0.1%,7%,
CCNC(=S)NNc1nc(N2CCCCC2)nc(N2CCOCC2)n1,1.0%,3.2,45,0%,-1.4%,31%,i,45,1%,-0.4%,4%,
# Later entries.
SMILES,K1F lysis inhibition,NTR1 agonist,NTR1 agonist cell count 20 µM,Dengue-2 NS5 capping,RSV CPE inhibition,SV40 large T antigen,T cell HTS,T cell HTS vesicle-bound %,Salmonella PhoP GFP,West Nile virus CPE,Rac1 GTP hydrolysis,others
Cn1c(NC(=O)Cc2ccc(F)cc2)cc(=O)n(C)c1=O,-1.0%,-2.3,62,-5%,1.9%,-1%,i,28,0%,-0.4%,3%,
COc1ccc(-c2cc(C(=O)NCCCn3ccnc3)no2)cc1,0.1%,1.8,45,0%,-0.5%,6%,i,20,8%,-1.0%,7%,
CCS(=O)(=O)Nc1cc(C(=O)O)ccc1C,0.4%,1.1,48,.,0.1%,5%,i,49,6%,0.1%,8%,
COCCn1c(SCC(=O)N2CCCc3ccccc32)nnc1-c1ccco1,5.7%,0.2,55,-6%,0.6%,0%,i,30,4%,0.0%,6%,
CCOc1ccc(Cc2onc3c2C(=O)CC(C)(C)C3)cc1OCC,0.9%,2.1,57,7%,3.0%,15%,i,44,-2%,-1.6%,-4%,
Cc1nc(N2CCC(C)CC2)c2c(C)c(C(=O)Nc3ccc(C)c(F)c3)sc2n1,0.4%,0.6,87,-4%,1.2%,7%,i,53,-5%,0.0%,7%,
COc1ccc(NC(=O)NCc2ccc3c(c2)OCO3)cc1OC,-0.5%[50 µM],-0.6,50,1%,1.1%,16%,i,3,1%,0.2%,2%,
CO[C@H]1C=CO[C@@]2(C)Oc3c(C)c(O)c4c(O)c(c5c(c4c3C2=O)NC2(CCN(CC(C)C)CC2)N=5)=NC(=O)C(C)=CC=C[C@H](C)[C@H](O)[C@@H](C)[C@@H](O)[C@@H](C)[C@H](OC(C)=O)[C@@H]1C,.,.,.,.,-2.1%,16%&9%,i,16,?,0.8%,.,
CCCc1cc(=O)[nH]c(SCc2ccc(C#N)cc2)n1,0.2%,1.0,101,-10%,1.1%,0%,i,26,14%,-0.7%,2%,
O=C(C1CCN(S(=O)(=O)c2ccccc2)CC1)N1CCCCC1,0.2%,2.5,37,0%,0.9%,-3%,i,17,-5%,-0.2%,-4%,
CCOC(=O)c1c(C)nc2sc3c(=O)[nH]cnc3c2c1-c1ccc(OC)cc1,-0.1%,0.9,42,-1%,4.6%,-20%,i,50,11%,0.1%,-7%,
CC(C)(C)NC(=O)C(c1ccc(O)cc1)N(C(=O)CCC(=O)Nc1nccs1)c1ccccc1F (centres undefined),-0.4%,0.0,30,0%,-1.4%,18%,i,64,1%,0.6%,0%,
O=S(=O)(c1ccccc1)c1cnc(-c2cccnc2)nc1-c1ccc(Cl)cc1Cl,0.0%,0.0,89,4%,13%,-3%,i,18,3%,3.1%,-1%,
COc1ccc(-c2cc(-n3c(C(F)(F)F)nc4ccccc43)n(CCC#N)n2)cc1,3.2%,-0.6,42,-5%,1.8%,20%,i,37,-11%,0.0%,0%,
CC(C)CCN1CC(=O)N2[C@@H](Cc3c([nH]c4ccccc34)C2(C)C)C1=O,0.0%[50 µM],-0.1,85,-4%,1.9%,4%,i,49,18%,-1.3%,5%,
O=C(Cc1coc2cc3c(cc12)CCC3)OCc1cc(=O)n2c(n1)sc1ccccc12,2.5%,2.7,105,2%,13%,13%,i,10,11%,1.8%,6%,
CCN(CC(=O)NCc1ccc(Cl)cc1)C(=O)c1cc(S(=O)(=O)NCc2ccccc2)ccc1C,-1.0%[50 µM],5.9,42,-8%,0.6%,3%,i,2,-6%,-1.5%,7%,
O=C(Nc1ccc(F)cc1F)c1ccccc1-c1ccccc1,1.4%[50 µM],-1.8,53,-1%,0.7%,3%,i,28,9%,-0.7%,0%,
CCCC(C(=O)NCCC(C)C)N(Cc1ccccc1Cl)C(=O)c1snc(C(N)=O)c1N (centres undefined),0.1%,3.0,71,-2%,5.4%,17%,i,59,6%,-0.4%,11%,Dengue-2 NS5 capping pilot replicate=0.9
CN(c1ccccc1)S(=O)(=O)c1ccc(C(=O)N2CCCC(C(F)(F)F)C2)cc1 (centres undefined),1.5%[50 µM],2.2,44,0%,11%,-1%,i,16,-3%,-1.1%,2%,
CC(C)=C1SC(N2CCOCC2)=NC1=O,6.7%,2.0,64,1%,1.4%,4%,i,35,14%,0.3%,4%,
O=C(/C=C/c1ccccc1[N+](=O)[O-])N1CCc2ccccc2C1,-1.2%,1.6,50,.,2.0%,5%,i,60,-5%,-1.4%,4%,
CCOC(=O)C1CCN(CCC(=O)Nc2ccc(Cl)cc2)CC1,-0.1%,-0.2,46,1%,-1.3%,1%,i,6,14%,-0.2%,10%,
COCCN1C(=O)N(c2cccc(C)c2)C(=O)C1CC(=O)Nc1ccc(F)cc1 (centres undefined),0.4%,0.6,54,-4%,0.6%,11%,i,11,9%,0.3%,7%,
Cc1ccc2c(C)c(C(=O)N(C)C(C)c3ccon3)oc2c1C (centres undefined),-0.1%,2.5,53,-9%,13%,7%,i,67,6%,-0.9%,7%,
CCOc1ccccc1/C=N/Nc1ccnc(=O)[nH]1,-1.2%[50 µM],-1.0,101,-8%,3.9%,-2%,i,33,4%,-1.4%,12%,
